# PKM2 activator – qHTS Assay for Activators of Human Muscle isoform 2 Pyruvate Kinase; Pyruvate kinase PKM (Homo sapiens), P14618; purified PKM2, Kinase-Glo ATP luminescence, activation; response scale: 0% is enzyme alone, no compound; Potency, µM (highest dose often 57.5 µM), for inactives: at the top dose activation, hits mostly activators; 260,000 tested, 0.34% active; also: potency is read from the fitted curve at half-maximal effect; % is scaled to controls: 0 for no effect and ±100 for the full control effect; nearly all actives have a fitted effect of over 55% in size
#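 Kinase-Glo luminescence reports ATP generated from ADP (0.1 mM) and PEP (0.5 mM) by purified hPK-M2 after 1 h at room temperature, pH 7.2 imidazole buffer; intermediate enzyme activity allows detecting inhibitors and activators.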
# FLuc modulator – qHTS profiling assay for firefly luciferase inhibitor/activator using purifed enzyme and Km concentrations of substrates (counterscreen for miR-21 project); purified FLuc, Km substrates, luminescence inhibition; Potency, µM (doses to about 57.5 µM), for inactives: at the highest dose activity change, negative = inhibition, most hits filed as inhibitors; 360,000 tested, 6.9% active; Luciferin 4-monooxygenase (Photinus pyralis), P08659;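 also: potency is read from the fitted curve at half-maximal effect; plate controls were vehicle for no effect and reference inhibitor for full effect; nearly all actives have a fitted effect of over 55% in size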
#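 Purified P. pyralis luciferase, 10 nM final, with Km-level 10 uM D-luciferin and 10 uM ATP in 50 mM Tris acetate pH 7.5, 10 mM Mg acetate, 0.01% Tween-20, 0.05% BSA; 6-point qHTS titration about 60 µM downward; luminescence read.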
# Mito fusion yeast – qHTS Assay for Small Molecule Inhibitors of Mitochondrial Division or Activators of Mitochondrial Fusion; S. cerevisiae fusion-defective mutant growth rescue, CellTiterGlo 48 h; Potency, µM (titrated, usually from 46.1 µM), for the others: at the highest dose growth rescue (activation), usual class: activators; 320,000 tested, 0.23% active;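 also: potency is read from the fitted curve at half-maximal effect; % of control where 0% means no effect; nearly all actives have a fitted effect of over 45% in size; temperature-sensitive fusion mutants such as fzo1-1 at 37 °C on non-fermentable ethanol glycerol medium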
#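 Yeast fusion mutant, YPEG (non-fermentable carbon), compound, 48 h at 37C non-permissive; CellTiterGlo added, 10 min RT, luminescence read. Rescued growth = division inhibition.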
# NPC1 promoter act – qHTS Assay for NPC1 Promoter Activators | Huh7 NPC1 promoter luciferase reporter, 24 h | Potency, µM (doses to about 9.22 µM), inactives show at the highest dose activation, hits mostly activators | 320,000 tested, 2.4% active | AID 485313, 2010;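 also: potency is read from the fitted curve at half-maximal effect; % of control where 0% means no effect; nearly all actives have a fitted effect of over 60% in size; reporter is driven by a mutant NPC1 promoter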
#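 Compounds in DMSO were transferred onto Huh7 NPC1-luciferase reporter cells pre-incubated 2 h; after 24 h at 37 °C, Amplite reagent was dispensed and luminescence recorded 10 min later.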
# Menin MLL FP TR – qHTS Assay for Inhibitors Targeting the Menin-MLL Interaction in MLL Related Leukemias: Competition With Texas Red Labeled MLL-derived Mutant Peptide | Potency, µM (top dose mostly 61.6 µM), inactives show at the top dose FP activity change, negative = inhibition, most hits filed as inhibitors | AID 1768, 2009 | Menin + Texas Red MLL mutant peptide, fluorescence polarization | O00255 | 270,000 tested, 0.23% active; active = well fitted inhibition curve with a large enough effect in the polarisation, with a control signal flat, not every such curve was filed as active; inconclusive = small, poorly fitted or top-dose-only effect, or effect the other way, or a change in a side signal; inactive = no such curve, though single readings can be large or run the other way; the % refers to the polarisation; also: potency is read from the fitted curve at half-maximal effect; % of control where 0% means no effect; many of its hits are not listed in these tables
# VP16 counter – VP16 counterscreen qHTS for inhibitors of ROR gamma transcriptional activity; Drosophila S2 Gal4-VP16 UAS-luciferase, luminescence, 20 h; Potency, µM (titrated, usually from 53.6 µM), inactives show top-dose activity, negative = inhibition, most hits filed as inhibitors; 310,000 tested, 3.5% active;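 also: Gal4-VP16 expression switched on by copper sulfate through the metallothionein promoter; potency is read from the fitted curve at half-maximal effect; % is scaled to controls: 0 for no effect and ±100 for the full control effect; nearly all actives have a fitted effect of over 50% in size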
# MBNL1 CUG block – qHTS Assay for Inhibitors of MBNL1-poly(CUG) RNA binding | Potency, µM (highest dose often 57.5 µM), inactives show top-dose activity change, negative = inhibition, hits mostly inhibitors | AID 2675, 2010 | TR-FRET MBNL1-His/biotin-(CUG)12 binding, 665/545 ratio | 280,000 tested, 0.036% active; active = well fitted inhibition curve with a large enough effect in the signal ratio, with a control signal flat, not every such curve was filed as active; inconclusive = small, poorly fitted or top-dose-only effect, or effect the other way, or a change in a side signal; inactive = no such curve, though single readings can be large or run the other way; the % refers to the signal ratio; also: potency is read from the fitted curve at half-maximal effect; % is scaled to controls: 0 for no effect and ±100 for the full control effect
# Target sequence (Q9NR56 whole entry, looked up): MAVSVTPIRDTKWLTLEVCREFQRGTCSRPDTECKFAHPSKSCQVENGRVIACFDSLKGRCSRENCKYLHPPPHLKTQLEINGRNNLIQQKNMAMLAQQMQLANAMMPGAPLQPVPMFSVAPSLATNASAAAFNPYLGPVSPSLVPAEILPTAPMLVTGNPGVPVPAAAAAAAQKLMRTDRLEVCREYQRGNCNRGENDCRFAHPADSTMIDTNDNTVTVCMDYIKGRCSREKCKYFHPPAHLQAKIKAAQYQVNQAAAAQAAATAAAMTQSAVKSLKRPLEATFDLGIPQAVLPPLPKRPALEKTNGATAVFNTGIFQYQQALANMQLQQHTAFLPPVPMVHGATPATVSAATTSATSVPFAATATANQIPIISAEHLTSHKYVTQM
#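 Compound titration spanned 92 nM–58 uM against the MBNL1-His/biotin-(CUG)12 complex. After 60 min at room temperature with 5 nM streptavidin-XL665 and 0.055 ng/ul terbium anti-His, ratiometric 665/545 nm emission (Ex 340 nm) normalized to controls.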
# RORg inh – qHTS for inhibitors of ROR gamma transcriptional activity; Nuclear receptor ROR-gamma (Mus musculus), P51450; Drosophila S2 Gal4-RORgamma UAS-luciferase reporter, 20 h; Potency, µM (titrated, usually from 53.6 µM), inactives show at the highest dose activity change, negative = inhibition, actives largely listed as inhibitors; 310,000 tested, 5.4% active; also: potency is read from the fitted curve at half-maximal effect; % is scaled to controls: 0 for no effect and ±100 for the full control effect; nearly all actives have a fitted effect of over 60% in size
# Target sequence (P51450 whole entry, looked up, the tested form may be a part): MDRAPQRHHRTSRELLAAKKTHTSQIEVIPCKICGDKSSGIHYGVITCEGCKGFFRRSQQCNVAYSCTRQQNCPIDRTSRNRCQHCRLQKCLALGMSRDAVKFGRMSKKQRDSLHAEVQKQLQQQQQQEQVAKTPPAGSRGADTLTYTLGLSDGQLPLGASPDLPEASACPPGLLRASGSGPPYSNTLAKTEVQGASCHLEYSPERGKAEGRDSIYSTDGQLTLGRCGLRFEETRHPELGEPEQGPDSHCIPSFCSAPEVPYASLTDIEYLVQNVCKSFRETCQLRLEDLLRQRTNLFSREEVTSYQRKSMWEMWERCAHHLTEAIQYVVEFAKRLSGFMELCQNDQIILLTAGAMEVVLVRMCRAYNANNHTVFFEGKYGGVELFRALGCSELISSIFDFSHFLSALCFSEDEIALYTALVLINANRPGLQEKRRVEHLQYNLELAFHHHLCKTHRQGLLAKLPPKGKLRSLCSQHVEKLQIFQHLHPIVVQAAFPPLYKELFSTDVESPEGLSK
#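 Stable Schneider cell line, Gal4 DNA-binding domain fused to ROR gamma, UAS-luciferase. Cmpd 1 hr RT → CuSO4 700 uM final → 20 hr RT → luciferase reagent 10 min → luminescence.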
# ELG1 repair inh – qHTS screen for small molecules that inhibit ELG1-dependent DNA repair in human embryonic kidney (HEK293T) cells expressing luciferase-tagged ELG1; HEK293T ELG1-luciferase reporter, luminescence, 16 h; DNA damage induced by 5-fluorouridine; Potency, µM (series often up to 46.1 µM), without a hit: top-dose activity change, negative = inhibition, hits mostly inhibitors; 330,000 tested, 2.3% active; also: potency is read from the fitted curve at half-maximal effect; % is scaled to controls: 0 for no effect and ±100 for the full control effect; nearly all actives have a fitted effect of over 55% in size
#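 Reporter activity after DNA damage by 5-fluorouridine is monitored. Compound-treated cells incubate 16 hr at 37 °C, then ONE-Glo is added for 30 min before luminescence reading.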
# KCNH2 3.1 inh – qHTS for Inhibitors of KCHN2 3.1: Mutant qHTS | Potassium voltage-gated channel subfamily H member 2, brain isoform KCNH2 3.1 (human) | U2OS KCNH2 3.1, thallium flux FluxOr; stronger effect = lower value | activity change, % (tested at about 1.8 µM) | 340,000 tested, 0.95% active | AID 720553, 2013;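 active = maximum activity change below -70%; inconclusive = maximum activity change from -70% to -50%; inactive = maximum activity change above -50%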;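 also: thallium influx rate constant from kinetic fluorescence after stimulation buffer; % is scaled to controls: 0 for no effect and ±100 for the full control effect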
#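 Virally transduced U2OS (3.1 isoform, 4 h infection in dark at RT) → overnight 37 C → FluxOr + Red40 in HBSS/HEPES, 45 min → stimulation buffer, 2 min kinetic read → rate constant vs DMSO controls.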
# Rab9 promoter act – qHTS Assay for Rab9 Promoter Activators; Huh7 Rab9 promoter-luciferase reporter, luminescence, 24 h; Potency, µM (titrated, usually from 9.22 µM), for the others: at the highest dose activation, negative = inhibition, hits mostly activators; 320,000 tested, 2.8% active; AID 485297, 2010; also: potency is read from the fitted curve at half-maximal effect; % of control where 0% means no effect; nearly all actives have a fitted effect of over 60% in size
#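 Huh7 reporter line, Rab9 promoter upstream of luciferase. Compound exposure 24 h at 37 °C in reduced-serum medium with 10% FBS. Read-out: luminescence.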
# Starred values were filed as active, the others as inactive; ? = inconclusive; nt = no result given; & = joins results of further samples; [ ] = remark or other dose. Unless noted, calls follow the shape of the dose curve; as a rule, active = well fitted curve in the direction sought with a large enough effect; inconclusive = small, poorly fitted or top-dose-only effect, or another doubt; inactive = no such curve, though single readings can be large; an effect the other way counts as inactive or inconclusive.
SMILES,PKM2 activator,FLuc modulator,Mito fusion yeast,NPC1 promoter act,Menin MLL FP TR,VP16 counter,MBNL1 CUG block,RORg inh,ELG1 repair inh,KCNH2 3.1 inh,Rab9 promoter act
CC(=O)OCCCNc1cc(Sc2ccc(Cl)cc2)c2nonc2c1[N+](=O)[O-],10%,3%,20%,1%,-21%,-14%,?,8%,-18%,-13,-4%
CCCOc1ccc(CNC(=O)c2ccc3nc(N4CCOCC4)sc3c2)cc1,0%,9%,0%,-6%,-29%,-13%,6%,-11%,?,-6,0%
CS(=O)(=O)N1CCC(C(=O)Nc2ccc(C(F)(F)F)cc2)CC1,10%,2%,3%,-2%,-3%,6%,-4%,29%,-2%,11,0%
CC(=O)NCCc1nc2ccccc2n1CCOc1ccc(C)cc1,-1%,-2%,-1%,-3%,nt,2%,-10%,23%,-21%,21,-1%
Cc1cc(C)nc(NC2=NCC(=O)N2c2cc(Cl)cc(Cl)c2)n1,-3%,1%,-2%,13%,17%,1%,10%,-38%,7%,-1,8%
CC(Oc1ccccc1)C(=O)N=C1SC2CS(=O)(=O)CC2N1CCc1ccccc1 (centres undefined),nt,-1%,1%,-3%,nt,-4%,-4%,2%,3%,-12,13%
CC(Sc1nnc(-c2ccccc2F)n1C1CC1)C(=O)N1CCCC1 (centres undefined),nt,5%,4%,-5%,nt,nt,nt,nt,?,-4,-3%
COc1ccc(-n2cc(C(=O)c3ccccc3O)cn2)cc1,-2%,0.85µM*,1%,?,41%[activator],?,0%,?,?,-2,0.5µM*
COc1ccccc1C(=O)NN(C)C1=NS(=O)(=O)c2ccccc21,nt,0%,2%,-2%,8%,4%,-3%,2%,?,-12,-1%
CCN(CC)CCCN(C(=O)c1ccc(Br)cc1)c1nc(-c2ccc(OC)cc2)cs1,2%,-3%,-10%,-2%,?,-14%,-12%,-38%,-26%,-109*,-8%
CC(=O)Nc1ccc(NC(=O)C2CCN(C(=O)NC3CCCCC3)CC2)cc1,nt,-1%,-8%,-22%,?,0%,-2%,2%,-1%,-3,9%
COCCCNC(=S)N/N=C/c1ccc2ccccc2c1,2%,-13%,-8%,-2%,nt,18µM*,0%,4.5µM*,-6%,-2,1%
CCOc1ccc(CCNC(=O)CN2C(=O)CCSc3ccccc32)cc1OCC,nt,2%,-7%,1%,-11%,2%,-9%,1%,-2%,-9,0%
CN1CCc2c(sc3c2c(=O)n(-c2ccccc2)c2nncn32)C1,2%,-5%,-1%,1%,-14%,2%,?,-19%,-5%,-1,8%
CNC(=O)c1cc(Nc2nnc(C)c3ccccc23)ccc1OC,0%,-24%,-3%,-2%,5%,-4%,8%,17%,?,6,0%
COc1nc(Nc2cccc(C)c2)nc(N2CCCCC2)n1,-1%,?,1%,7%,26%,-10%,7%,-34%,-23%,-6,0%
CCCNC(=O)c1ccccc1NS(=O)(=O)c1ccc2c(c1)OCCO2,6%,0%[2.3 µM],6%,7%,2%,-11%,-3%,-21%,0%,-11,-2%
NC(=O)C(=CNc1nc(-c2ccc(Cl)c(Cl)c2)cs1)C(N)=O,4%,-9%,-2%,-9%,nt,?,?,-33%,?,nt,1%
Cc1ccc(C(=O)c2sc3nc4c(cc3c2N)CCC4)cc1,-19%,?,4%,1.8µM*,11%,?,2%,14%,?,29,2.2µM*
Cc1nc(N2CCN(c3ccccn3)CC2)c2c(C)c(C(=O)N3CCN(c4ccccc4F)CC3)sc2n1,nt,0%,?,-4%,nt,-16%,-8%,40%,?,-36,-2%
COC(=O)c1ccc(C23CC4(C2)[C@H](CN(CC2CCCCC2)[C@@H]4c2ccccc2)C3c2ccccc2)cc1 (some centres undefined),-10%&1%,0%,-14%,-3%,6%,-1%&-10%,4%,1%&33%,-4%,27,-3%
CCN(C(=O)C1CCN(c2nc(-c3ccc(OC)cc3)no2)CC1)c1ccccc1,2%,?,10%,-10%,8%,0%,-12%,27%,?,-11,4%
Cc1ccsc1C(=O)Nc1ccc2c(c1)OCCO2,-60%,1.9µM*,-4%,1.3µM*,-21%,?,7%,?,?,9,0.63µM*
Cc1cccc(NC(=S)NCCc2ccc3c(c2)OCCO3)c1C,nt,-7%,-2%,0%,-3%,?,1%,4µM*,?,11,-4%
C#CCOCCOCCOCCNc1nc(N2CCN(C(=O)[C@H](CCC(=O)O)n3cc(C(N)CO)nn3)CC2)nc(N2CCN(C(=O)[C@H](Cc3ccc(O)cc3)n3cc(C(N)CC(C)C)nn3)CC2)n1 (some centres undefined),-5%,-3%,-3%,-4%,-5%,0%,-3%,3%,-15%,nt,0%
CCN(Cc1cc2ccccc2[nH]c1=O)C(=O)c1cccnc1,-3%,4%,3%,-10%,-4%,-4%,-11%,-16%,4%,-19,8%
CC(=O)Nc1ccc(OCc2nnc(-c3ccccc3)o2)cc1,-1%,-14%,1%,3%,0%,26%,0%,-7%,5%,2,14%
COC(=O)c1cc(NC(=O)CN2CCc3cc4c(cc3C2)OCCCO4)cc(C(=O)OC)c1,1%,7%,1%,-5%,0%,-6%,-13%,?,?,11,-6%
CCOc1ccc(OCC)c(NC(=O)CCNS(=O)(=O)c2cc(Br)cnc2N)c1,-12%[0.46 µM],1%,-3%,1%,-5%,-10%,-5%,-1%,4%,-19,5%
c1ccc(CC2CCN(c3nc4ccccc4n4nnnc34)CC2)cc1,-2%,-2%,5%,-5%,-4%,nt,6%,-43%[0.365 µM],-2%,-1,-1%
O=C(/C=C/c1ccco1)N1CCCC(c2ccccc2)C1 (centres undefined),17%,?,-4%,-1%,0%,7%,8%,32%,1%,-9,22%
O=C(N=C1SC2CS(=O)(=O)CC2N1CCc1ccccc1)C1CCCCC1 (centres undefined),nt,3%,15%,-4%,nt,3%,-4%,-18%,-7%,-16,-8%
Cc1ccc(Sc2ncccc2NC(=O)c2ccccc2Cl)cc1,3%,-3%,13%,-2%,nt,-9%,4%,-1%,-4%,-8,0%
CN(Cc1ccc2nsnc2c1)Cc1nc(Cc2cccc(F)c2)no1,-5%,0%,5%,-1%,0%,-7%,?,5%,6%,-27,7%
O=C(NCc1n[nH]c(=S)n1-c1ccc(Br)cc1)c1cccs1,-17%,-17%,?,2%,19%,-10%,-5%,?,-3%,2,-5%
O=C(Nc1ccc(O)cc1)C1CCCN1S(=O)(=O)c1ccc(F)cc1 (centres undefined),-1%,6%,-6%,-4%,1%,3%,0%,-12%,0%,2,-5%
COC(=O)c1sc2cc([N+](=O)[O-])cc(SCC(C)C)c2c1N,0%,0%,1%,0%,-1%,-5%,6%,-11%,0%,-18,-11%
CCCn1nnnc1NCc1ccc(CC)cc1,-13%[11.5 µM],0%,1%,-3%,1%,-9%,-5%,30%,-10%,-5,2%
Oc1cccc(/C=N/NC(=S)NCCN2CCOCC2)c1O,2%,-12%,0%,-4%,-1%,?,4%,7.1µM*,?,-1,-9%
O=C(OCc1cc2ccccc2[nH]c1=O)c1cccnc1,2%,3%,6%,2%,-4%,-5%,-5%,14%,7%,3,-5%
CCCN(CCC)C(=S)NC(=O)c1ccc(-c2ccccc2)cc1,2%,4%,11%,1%,11%,0.13µM*,-1%,0.5µM*,11%,-19,-3%
Cc1cc(/C=C(\C#N)C(=O)O)c(C)n1-c1ccc(Br)cc1,6%,17µM*,10%,-5%,nt,-3%,7%,-3%,-6%,6,1%
COc1ccc(NC2CCCN(C(=O)CCC3=NNC(=O)CC3)C2)cc1 (centres undefined),-4%,-3%,2%,1%,-1%,-9%,0%,-19%,-4%,-13,-2%

# High-throughput results from PubChem.

# Some of the compounds tested, so the mix of outcomes need not match the whole.
